KAT2A inh: blocks human GCN5L2 histone acetyltransferase; Q92830; GCN5L2 HAT assay, ThioGlo1 CoA-SH fluorescence; Potency, µM (doses to about 58.9 µM), inactives show at the top dose activity change, negative = inhibition, hits mostly inhibitors; 390,000 compounds, 0.21% hits
Target sequence (Q92830 whole entry, looked up): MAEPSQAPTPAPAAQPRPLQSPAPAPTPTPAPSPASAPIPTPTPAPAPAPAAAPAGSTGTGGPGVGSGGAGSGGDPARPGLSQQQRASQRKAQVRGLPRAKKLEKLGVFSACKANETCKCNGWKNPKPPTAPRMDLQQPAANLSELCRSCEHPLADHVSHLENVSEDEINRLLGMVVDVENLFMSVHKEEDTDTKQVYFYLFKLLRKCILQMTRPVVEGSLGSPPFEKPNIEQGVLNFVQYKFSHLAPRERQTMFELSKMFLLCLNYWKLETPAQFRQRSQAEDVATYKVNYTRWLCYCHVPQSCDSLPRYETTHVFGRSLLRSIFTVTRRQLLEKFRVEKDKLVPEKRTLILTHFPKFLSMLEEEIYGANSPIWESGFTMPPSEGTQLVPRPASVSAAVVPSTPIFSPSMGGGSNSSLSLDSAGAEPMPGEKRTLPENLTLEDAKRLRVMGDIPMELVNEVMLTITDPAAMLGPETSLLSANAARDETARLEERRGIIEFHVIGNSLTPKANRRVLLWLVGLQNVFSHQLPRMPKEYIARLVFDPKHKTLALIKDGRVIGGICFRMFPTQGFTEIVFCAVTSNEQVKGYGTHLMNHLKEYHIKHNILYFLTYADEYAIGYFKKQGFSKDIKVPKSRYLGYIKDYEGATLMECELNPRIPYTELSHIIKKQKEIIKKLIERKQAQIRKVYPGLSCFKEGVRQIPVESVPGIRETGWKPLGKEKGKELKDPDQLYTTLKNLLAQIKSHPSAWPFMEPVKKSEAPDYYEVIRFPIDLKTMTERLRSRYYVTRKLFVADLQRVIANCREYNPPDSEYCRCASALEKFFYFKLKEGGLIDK
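qHTS, 1536-well. 20nM enzyme, pH 7.5 HEPES/EDTA/Tween-20 buffer; 15 min compound preinc., RT. Start: 75uM H3(1-25), 70uM AcCoA, 50uM ThioGlo1. Read Ex340/Em540 at t=0 (autofluorescence flag) and t=20 min.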
TDP1 cell noCPT: qHTS for Inhibitors of human tyrosyl-DNA phosphodiesterase 1 (TDP1): qHTS in cells in absence of CPT | DT40 Tdp1-/- hTDP1 cells, no CPT, ATP luminescence, 48 h | Potency, µM (top dose mostly 46.2 µM), without a hit: at the top dose activity change, negative = growth inhibition, usual class: inhibitors | 420,000 compounds, 15% hits; note: nearly all actives have a fitted effect of over 55% in size
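A cellular qHTS used chicken DT40 cells lacking endogenous Tdp1 but carrying stably transfected human TDP1. Compounds were applied without camptothecin, and cell growth kinetics were judged by ATP-dependent luminescence after ≥48 hr.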
TDP1 cell CPT: DT40-hTDP1 cell growth loss with CPT; chicken DT40 Tdp1-/-;hTDP1 cells + 20 nM CPT, ATP luminescence, 48 h; 420,000 compounds, 12% hits; Potency, µM (titrated, usually from 46.2 µM), for inactives: top-dose activity change, negative = growth inhibition, usual class: inhibitors; note: nearly all actives have a fitted effect of over 55% in size
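Cell growth measured by CellTiter-Glo luminescence after a minimum 48 h, 37 C compound exposure with 20 nM CPT in Tdp1-knockout DT40 cells stably expressing hTDP1, seeded 400/well; qHTS titration format.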
Starred values were filed as active, the others as inactive; ? = inconclusive; . = not tested or not shown; [ ] = remark or other dose. Calls come from the whole dose curve; as a rule, active = well fitted curve in the direction sought with a large enough effect; inconclusive = small, poorly fitted or top-dose-only effect, or another doubt; inactive = no such curve, though single readings can be large; an effect the other way counts as inactive or inconclusive. % is set by controls: 0 for no effect and ±100 for the full control effect; potency is the fitted concentration of half-maximal effect. Some of the compounds tested, so the mix of outcomes need not match the whole.

Fields: KAT2A inh, TDP1 cell noCPT, TDP1 cell CPT
Cc1ccc(Nc2ncnc3sc(C)c(C)c23)cc1
  1%, -18%, -7%
CCOC(=O)N1CCN(CCC(=O)c2ccc(Cl)cc2)CC1
  0%, 3.3µM*, 2.3µM*
CN(C(=O)CN1C(=O)/C(=C/c2ccc(Cl)cc2)SC1=S)C1CCS(=O)(=O)C1 (centres undefined)
  -15%, ?, 18µM*
CCOC(=O)C1C(C)C(C(C)(C)C)N(S(=O)(=O)c2ccc(C)cc2)C1c1ccccc1 (centres undefined)
  ., 16µM*, ?
c1coc(-c2ccc3nncn3c2)c1
  ., 14%, 11%
O=C(COC(=O)c1cn(-c2ccccc2)nc1-c1cccnc1)NC1CC1
  -1%, ?, -13%
Cc1ccc(CN(Cc2ccco2)C(=O)COc2ccc(C)c(C)c2)cc1
  -2%, 16µM*, 23µM*
O=c1oc2ccccc2n1CCc1ccccc1
  -3%, -11%, -16%
CC1CN=C(N(C(=O)Nc2ccccc2)c2ccc(S(=O)(=O)N3CCOCC3)cc2)S1 (centres undefined)
  -9%, ?, -26%
CC(C)C[C@H]1CN=C(N(C)C)N1CCCCc1ccccc1
  -2%, 2.6µM*, 5.2µM*
Nc1nc(CSC(=S)N2CCOCC2)nc(Nc2ccc(F)cc2)n1
  34%[activator], -30%, -17%
O=C(Nc1ccc(Cl)c(Cl)c1)C1C2C=CC3(O2)C1C(=O)N(CCN1CCCCC1)C3C(=O)NC1CCCCC1 (centres undefined)
  -2%, ?, ?
CC1CCCCN1C(=O)CSc1nc2ccccc2nc1Cc1ccc(Cl)cc1 (centres undefined)
  -12%, ?, 18µM*
CC(=O)NC(Cc1c[nH]c2ccccc12)C(=O)N1CCN(S(=O)(=O)c2ccccc2)CC1 (centres undefined)
  2%, -5%, -5%
COCCCNC(=O)C1CCN(c2nn3cc(-c4ccc(F)cc4)nc3s2)CC1
  1%, ?, ?

Additional structures follow:
Fields: KAT2A inh, TDP1 cell noCPT, TDP1 cell CPT
Cc1[nH]c2ccc(C(=O)OC(C)C(=O)NCc3ccccc3)cc2c1C (centres undefined)
  3%, 6.5µM*, 13µM*
Cc1ccc(N(C)C(=O)CN2C(=O)CCc3cc(S(=O)(=O)N4CCOCC4)ccc32)cc1
  -2%, -1%, -14%
Cc1ccc(S(=O)(=O)N2CCOCC2)c(C)c1-n1cnnn1
  -14%, 13%, 3%
COCCNc1oc(-c2ccccc2)nc1S(=O)(=O)c1ccc(Br)cc1
  -6%, ?, ?
COc1ccc(NS(=O)(=O)c2cccc(-c3nnc4n3CCCCC4)c2)cc1
  5%, -28%, -22%
O=C(NCc1ccc(F)cc1)c1ccc(CS(=O)(=O)Cc2ccc(F)cc2)o1
  -5%, ?, ?
CCC(c1nnnn1Cc1ccc(F)cc1)N1CCN(C)CC1 (centres undefined)
  -14%, -5%, -20%
CCOc1cc(N2CCOCC2)c(OCC)cc1NC(=O)CCC1CCCC1
  -1%, 18µM*, 16µM*
Oc1ccc(/C=N/n2c3ccccc3c3ccccc32)cc1
  4%, 16µM*, ?
O=C(NC(=O)c1c(Cl)cccc1Cl)Nc1ccc(Oc2cccnc2)nc1
  -6%, ?, 0%
Cc1cccc(NC(=O)c2cc3c(=O)n4cccc(C)c4nc3s2)c1C
  -7%, 2.3µM*, 1.8µM*
CC1CCCC(C)N1CC(O)COCC1COc2ccccc2O1 (centres undefined)
  -1%, -6%, -1%
Cc1cccc(N(C(=O)CCC(=O)Nc2ccccn2)C(C(=O)NC(C)C)c2ccc(F)cc2)c1 (centres undefined)
  -20%, ?, -18%
Cc1ccc([C@@H]2[C@@H]3C(=O)N(C)C(=O)[C@@H]3[C@]3(Cc4ccccc4)C(=O)N(Cc4ccccn4)CC(=O)N23)o1
  -1%, 3%, -1%
CCCOc1ccc(C(=O)Nc2cc(S(=O)(=O)N3CCOCC3)ccc2N2CCN(CC)CC2)cc1OC
  ., -18%, -4%

(further entries)
Fields: KAT2A inh, TDP1 cell noCPT, TDP1 cell CPT
Cc1ccc2nc(N(CCN3CCOCC3)C(=O)CCS(=O)(=O)c3ccccc3)sc2c1
  -7%, 12µM*, 12µM*
CCOc1ccc(-c2nc(-c3cccnc3)no2)cc1
  -3%, ?, -25%
Cc1cc(Cl)ccc1OCCCC(=O)OCC(=O)c1c(N)n(C)c(=O)n(C)c1=O
  -10%, 7%, -3%
Cc1ccc(C)c(NC(=O)COc2coc(CN3CCc4ccccc43)cc2=O)c1
  -8%, 12µM*, -84%
CN1CCN(C(=O)c2ccc3c(=O)n(CCc4ccccc4)c(=S)[nH]c3c2)CC1
  ., ?, ?
COc1ccc(CCC(=O)NNC(=O)c2cc(Cl)ccc2OC)cc1OC
  -2%, -30%, -2%
O=C(c1cn(-c2ccccc2)nc1-c1cccs1)N1CCN(c2ccccc2)CC1
  1%, 7.3µM*, 7.3µM*
CCc1c(C)nc2c(-c3ccccc3)c[nH]n2c1=O
  -6%, ?, ?
O=C1OCC2=C1C(c1ccc(F)cc1)c1cc3c(cc1N2)OCO3 (centres undefined)
  0%, 0.033µM*, 0.16µM*
Cc1ccc(-c2csc3nc(C(C)C)oc(=O)c23)c(C)c1
  -9%, ?, -11%
O=C1Nc2ccccc2/C1=N\c1sc2c(c1C(=O)Nc1ccccc1)CCCC2
  -1%, -12%, -17%
CCN1C(=O)c2ccccc2Sc2ccc(C(=O)NC(C)C)cc21
  -13%, 0%, 1%
Cc1cccc(OC(=O)c2ccc3nccnc3c2)c1
  -2%, 0%, 1%
COc1ccc(NC(=S)NNC(=O)Cn2nc(C(F)F)cc2C(F)F)cc1
  2%, -12%, -11%
Cc1[nH]c(C)c(S(=O)(=O)NCc2ccco2)c1C(=O)N1CCCCC1
  1%, 7%, -1%

Quoted from the listing.
Reading of COc1ccc(NC(=S)NNC(=O)Cn2nc(C(F)F)cc2C(F)F)cc1 in KAT2A inh: 2%
Reading of O=C(c1cn(-c2ccccc2)nc1-c1cccs1)N1CCN(c2ccccc2)CC1 in TDP1 cell noCPT: 7.3µM*

Later entries.
smiles	KAT2A inh	TDP1 cell noCPT	TDP1 cell CPT
OC1(Cc2ccn[nH]2)CCCCC1	0%	-1%	-1%
CC(CC(=O)Nc1ccc(Cl)c(S(=O)(=O)N2CCOCC2)c1)c1ccccc1 (centres undefined)	-9%	?	?
CN(C)C=Nc1ncc2c([nH]c3ccccc32)c1C#N	-22%	?	?
O=C(NC1=NCCS1)c1cccc(S(=O)(=O)N2CCOCC2)c1	-10%	10%	1%
COc1ccc(Cn2ccnc2SCC(=O)Nc2ccc(C)cc2C)cc1	-12%	-21%	-15%
COc1cccc(OC)c1C(=O)Nc1cc(C)on1	-13%	0%	5%
COc1ccc(Cl)cc1C(=O)NCc1ccco1	-25%	-6%	2%
COc1ccc(Nc2c(-c3ccc(F)cc3)nc3nc(C)cc(C)n23)cc1	.	16µM*	10µM*
COc1ccc(C2/C=C\CN(C(=O)c3ccc(C)cc3)CC(=O)N2Cc2ccc(F)cc2)cc1 (centres undefined)	-4%	?	-30%
CCC(=O)N1CCc2cc(Br)cc(S(=O)(=O)N3CCN(c4ccccc4OC)CC3)c21	0%	23µM*	?

(list continues)
smiles	KAT2A inh	TDP1 cell noCPT	TDP1 cell CPT
Cc1ccc(NC(=O)CSCC(=O)N(C)CC(=O)Nc2cccc3ccccc23)cc1	-6%	0%	-8%
Cc1cccn2c(=O)c3cc(C(=O)NC4CCCC4)c(=N)n(CC4CCCO4)c3nc12 (centres undefined)	-12%	?	-20%
CC(C)CC(=O)c1c[nH]c(C(=O)NCCCn2ccnc2)c1	-4%	0%	8%
CC(=O)N=C(N)Sc1nc2ccccc2[nH]1	-5%	-5%	8%
CCn1nc(NS(=O)(=O)c2ccc(NC(C)=O)cc2)c2cc3ccc(C)cc3nc21	-1%	2%	-9%
CCOC(=O)N1CCC(NC(=O)CCC(=O)c2ccccc2)CC1	-9%	-17%	-16%
CC(=O)Oc1c(-c2ccco2)oc2ccccc2c1=O	-3%	-30%	-18%
CCc1nn(-c2cc(Cl)ccc2OC)c2c1C(=O)CCC2	-1%	?	?
O=C(O)C(Cc1ccccc1)N1C(=O)C=CC1=O (centres undefined)	.	-6%	-1%
CCN(C(=O)CSc1nnc2ccccn12)C1CCS(=O)(=O)C1 (centres undefined)	-15%	7%	6%

Other results follow:
smiles	KAT2A inh	TDP1 cell noCPT	TDP1 cell CPT
CCC(c1nnnn1-c1ccc2c(c1)OCCO2)N1CCN(c2cc(C)ccc2C)CC1 (centres undefined)	.	?	?
Cn1c(CN2CCCCC2)nc2cc(NC(=O)c3ccc(F)cc3)ccc21	-3%	-1%	-28%
CCOC(=O)c1ccc(Nc2nc(C)cc(=O)[nH]2)cc1	-3%	-15%	-11%
CCCn1c2ccccc2c2cnn(CC(=O)Nc3cc(OC)c(OC)c(OC)c3)c(=O)c21	-18%	?	?
O=C(Nc1c[nH]c(=O)[nH]c1=O)c1ccc([N+](=O)[O-])cc1	1%	11%	-1%
CCN(C(=O)CN1C(=O)NC2(CCCc3ccccc32)C1=O)c1ccc(F)cc1 (centres undefined)	-2%	16µM*	?
CCCCCC/C=N/Nc1nnc(Cc2ccc(OC)c(OC)c2)c(=O)[nH]1	4%	?	?
CCOc1cc(CNC(=O)CSc2n[nH]c(-c3ccccc3)n2)cc(OCC)c1OCC	-5%	?	21µM*
CCOC(=O)c1cnc2nc(SC)nn2c1N	1%	-7%	3%
Cc1cc(C(=O)CN2C(=O)NC(CC(C)C)C2=O)c(C)n1C1CC1 (centres undefined)	-6%	-16%	-27%

The list continues:
smiles	KAT2A inh	TDP1 cell noCPT	TDP1 cell CPT
O=C(CCNS(=O)(=O)c1ccccc1C(F)(F)F)N1CCN(S(=O)(=O)c2cccc(Cl)c2)CC1	-6%	-11%	?
COC(=O)C1=C(C)N(CCc2ccc(OC)c(OC)c2)C(=O)/C1=C\N(C)C	-4%	?	?
CCN1CCN(C(C)CCc2ccccc2)CC1 (centres undefined)	-1%	3%	7%
CCC(=O)Nc1ccc(C(=O)COC(=O)C(CCSC)NC(=O)COc2ccccc2)cc1 (centres undefined)	4%	1%	11%
O=C(Oc1ccc(/C=N/Nc2nc(N3CCCCC3)nc(N3CCCCC3)n2)cc1)c1ccco1	0%	16µM*	?
CC(=O)c1cccc(NC(=O)/C(=C\c2ccco2)NC(=O)c2ccco2)c1	-18%	-7%	3%
CC(C)OC(=O)N(C)C[C@@H]1OCc2ccccc2-c2c(n(C)c3ccccc23)C(=O)N([C@@H](C)CO)C[C@H]1C	.	-2%	-2%
COc1ccc(CC(=O)N2CCN(c3ccccc3OC)CC2)cc1	-8%	-17%	7%
CO[C@H]1CC[C@@]2(C)[C@@H](CC[C@@H]3[C@@H]2CC[C@@]2(C)[C@H]3C[C@H](C(=O)N[C@@H](CCCN=C(N)N)C(=O)NCC(=O)N[C@@H](CC(=O)O)C(N)=O)O[C@]23CCCO3)C1	-4%	-6%	-13%
Cn1ncc(S(=O)(=O)Cc2ccccc2)c(Cl)c1=O	?	3.3µM*	1.5µM*

Additional results.
smiles	KAT2A inh	TDP1 cell noCPT	TDP1 cell CPT
CCOc1ccccc1N(CC(=O)Nc1ccccc1C(=O)OC)S(C)(=O)=O	-1%	1%	-2%
COc1ccc(S(=O)(=O)N(C)CC(=O)Nc2ccccc2C(F)(F)F)cc1	-6%	-11%	-20%
COc1ccc(C(=O)Nc2sc3c(c2C#N)CCN(C(C)=O)C3)cc1	-9%	4.1µM*	3.3µM*
Oc1ccc(N2CCN(Cc3ccc(OCCCN4CCCCC4)cc3)CC2)cc1	-6%	?	-29%
CC(=O)N(Cc1ccco1)C1(C(=O)NC2CCCC2)CCCCC1	?	-13%	6%
CCCCn1c(O)c(/C=C2\C=NN=C2c2ccccc2)sc1=S	-6%	?	?

Some entries already given, showing only TDP1 cell noCPT.
canonical_smiles | TDP1 cell noCPT
Cc1[nH]c2ccc(C(=O)OC(C)C(=O)NCc3ccccc3)cc2c1C (centres undefined) | 6.5µM*
Cc1ccc(N(C)C(=O)CN2C(=O)CCc3cc(S(=O)(=O)N4CCOCC4)ccc32)cc1 | -1%
Cc1ccc(S(=O)(=O)N2CCOCC2)c(C)c1-n1cnnn1 | 13%
COCCNc1oc(-c2ccccc2)nc1S(=O)(=O)c1ccc(Br)cc1 | ?
COc1ccc(NS(=O)(=O)c2cccc(-c3nnc4n3CCCCC4)c2)cc1 | -28%
O=C(NCc1ccc(F)cc1)c1ccc(CS(=O)(=O)Cc2ccc(F)cc2)o1 | ?
CCC(c1nnnn1Cc1ccc(F)cc1)N1CCN(C)CC1 (centres undefined) | -5%

Assay outcomes from PubChem BioAssay.
